M4 antag = antagonists of human muscarinic M4 receptor (CHRM4); P08173; CHO-hM4 cells, ACh EC80, Fluo-8 calcium fluorescence; inhibition, % at 3 µM; 360,000 tested, 0.73% active; AID 624125;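 active = inhibition above its plate's cutoff, the mean inhibition of sample wells plus 3 SD, cut at about 27% in these data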;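 note: 0% = acetylcholine EC80 with DMSO and 100% = DMSO without agonist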
CHRM4 PAM = potentiates acetylcholine response at human M4 receptor; CHO-K1 hM4/Gqi5, Fluo-8 calcium fluorescence, ACh EC20; 0% = ACh EC20, 100% = maximal ACh; activation, % at 3 µM; 360,000 tested, 0.4% active;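 active = activation above its plate's cutoff, the mean activation of sample wells plus 3 SD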; note: some results filed as inactive read as strong as hits
CRFR2-BP antag = blocks CRF-induced signaling of the CRF-BP/CRF-R2 complex | HEK293 CRF-R2/CRF-BP, CRF-induced calcium fluorescence | inhibition, % at 11.8 µM | 350,000 tested, 0.59% active | AID 588475;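 active = inhibition of the ligand-induced calcium signal above about 50% at the single tested concentration, limit read from the data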
CHRM5 antagonist = antagonists of human muscarinic M5 receptor (CHRM5); P08912; CHO-hM5 cells, Fluo-8 calcium fluorescence, ACh EC80; inhibition, % at 3 µM; 360,000 tested, 0.59% active; AID 624040;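 active = inhibition above a per-plate cutoff, the mean of that plate's test compounds plus 3 SD, cut at about 27% in these data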;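 note: 0% = acetylcholine EC80 with DMSO and 100% = DMSO without agonist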
Target sequence (P08912 whole entry, looked up): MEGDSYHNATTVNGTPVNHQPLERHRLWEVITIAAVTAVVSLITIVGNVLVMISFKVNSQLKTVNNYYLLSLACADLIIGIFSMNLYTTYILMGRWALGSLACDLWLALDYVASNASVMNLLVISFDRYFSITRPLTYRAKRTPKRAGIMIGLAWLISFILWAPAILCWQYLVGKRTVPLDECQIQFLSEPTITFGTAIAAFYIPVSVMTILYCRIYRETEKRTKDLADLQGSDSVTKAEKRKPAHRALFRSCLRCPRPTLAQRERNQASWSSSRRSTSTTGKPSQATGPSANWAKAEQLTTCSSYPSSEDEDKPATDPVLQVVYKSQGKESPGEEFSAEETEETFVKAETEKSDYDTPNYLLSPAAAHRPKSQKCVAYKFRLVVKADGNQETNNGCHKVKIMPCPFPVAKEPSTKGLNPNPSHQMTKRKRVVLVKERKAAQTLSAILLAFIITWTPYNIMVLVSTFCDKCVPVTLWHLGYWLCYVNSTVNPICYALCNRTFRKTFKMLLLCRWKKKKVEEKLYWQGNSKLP
CHRM1 PAM = potentiates human M1 receptor response to acetylcholine; P11229; CHO-K1 hM1, Fluo-8 calcium fluorescence, ACh EC20; 0% = ACh EC20, 100% = maximal ACh; activation, % at 3 µM; 360,000 tested, 0.088% active; in the data active = activation above about 19%, passing the limit was not always enough
Target sequence (P11229 whole entry, looked up): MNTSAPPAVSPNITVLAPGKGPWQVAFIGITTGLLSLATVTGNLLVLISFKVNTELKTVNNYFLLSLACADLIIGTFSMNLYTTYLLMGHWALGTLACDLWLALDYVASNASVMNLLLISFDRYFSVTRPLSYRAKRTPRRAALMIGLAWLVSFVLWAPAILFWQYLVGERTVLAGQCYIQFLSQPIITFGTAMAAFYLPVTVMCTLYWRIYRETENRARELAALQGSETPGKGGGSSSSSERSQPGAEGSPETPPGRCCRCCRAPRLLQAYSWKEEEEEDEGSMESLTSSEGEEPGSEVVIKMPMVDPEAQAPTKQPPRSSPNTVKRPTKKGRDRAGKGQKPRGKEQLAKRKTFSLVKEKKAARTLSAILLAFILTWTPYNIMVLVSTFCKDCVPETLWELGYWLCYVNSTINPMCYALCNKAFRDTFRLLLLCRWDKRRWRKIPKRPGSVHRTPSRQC
CHRM4 agonist = CHRM4 agonism in calcium assay. P08173. CHO-K1 hM4/Gqi5, Fluo-8 calcium fluorescence; vehicle 0%, full acetylcholine response 100%. activation, % at 3 µM. 360,000 tested, 0.14% active. AID 624127;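 active = activation above the run mean over all test wells plus 3 SD, cut at about 32% in these data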;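 note: peak over basal fluorescence ratio per well then scaled between controls; 0% = DMSO wells and 100% = acetylcholine at EC100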
CRFBP-R2 agonist = agonists of human CRF-binding protein/CRF-R2 receptor complex; HEK293 CRF-R2/CRF-BP, calcium dye fluorescence (FLIPR); percent of saturating CRF peptide response; activation, % at 13.2 µM; 350,000 tested, 0.46% active;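 active = activation of at least 50%, plus an integration ratio under a set limit after plate pattern correction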;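 note: plate controls were neutral control wells without compound for no effect and CRF at EC100 for full effect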
M5 ag = CHRM5 agonism in calcium assay. CHO-K1 hM5 cells, Fluo-8 calcium fluorescence; 0% DMSO wells, 100% maximal acetylcholine response. AID 624037. P08912. activation, % at 3 µM. 360,000 tested, 0.19% active;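 active = activation above the run's mean over test compounds plus 3 SD, cut at about 23% in these data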;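 note: signal is peak over basal fluorescence ratio across the kinetic read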
M5 PAM = potentiates acetylcholine response at human M5 receptor; P08912; CHO-K1 hM5, Fluo-8 calcium, ACh EC20 PAM; 0% = ACh EC20, 100% = ACh EC100; activation, % at 3 µM; 360,000 tested, 0.3% active; AID 624038;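 active = activation above the run cutoff, the mean activation of all test compounds plus 3 SD, cut at about 18% in these data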
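Test system: CHO-K1 hM5 cells / Doses: single-point, 3 µM nominal / Times: Post-acetylcholine fluorescence recording 140 s / Technique: Fluo-8 calcium fluorescence / Measure: Max/basal fluorescence ratio as % of EC20–EC100 ACh window / Benchmarks: low control EC20 acetylcholine (0%), high control EC100 acetylcholine (100%) / Replicates: one well per compound, no replicates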
Starred values were filed as active, the others as inactive; x = no result given. An unsorted share of the library; about 2.6% have a hit in one of these screens.

SMILES	M4 antag	CHRM4 PAM	CRFR2-BP antag	CHRM5 antagonist	CHRM1 PAM	CHRM4 agonist	CRFBP-R2 agonist	M5 ag	M5 PAM
COc1ccc(C(=O)NC(CC(=O)O)c2cc([N+](=O)[O-])ccc2Cl)c(SC)c1 (stereo unspecified)	2	4	-23	-1	1	2	9.9	-1	3
N=c1oc2ccccc2cc1C(=O)N/N=C/c1ccccc1	-8	0	-21	18	7	1	2.0	-1	0
CSCCC(C(=O)NCc1cccs1)N1C(=O)c2ccccc2C1=O (stereo unspecified)	-7	6	-2	-6	-4	3	-1.4	-5	4
CCc1ccc(-c2csc(NC(=O)Oc3ccccc3)n2)cc1	-5	-5	9	9	1	8	0.2	1	-10
CSc1ccccc1NC(=O)C1CCCN(S(C)(=O)=O)C1 (stereo unspecified)	-11	0	-1	1	16	1	0.2	2	2
OC[C@@H]1CN(Cc2ccc(F)cc2)C[C@H](n2cnc3c(NCc4ccncc4)ncnc32)O1	-15	4	x	2	1	4	x	1	-1
Cc1cc(C)c2c(n1)sc1c(=O)n(CC(=O)c3ccccc3)cnc12	-18	-5	2	-7	13	0	1.1	-2	7
Cc1cccc(N(C)C(=O)CCS(=O)(=O)c2cccc3nonc23)c1	-5	10	-16	-8	7	2	-3.6	-9	6
CCC(=O)c1ccc(OCC(=O)Nc2nc(-c3cccnc3)cs2)cc1	10	-10	-1	14	-10	22	1.6	5	-24
COC(=O)c1ccc(COc2ccccc2[N+](=O)[O-])o1	-17	1	-7	5	10	4	0.5	-7	-9
CN1CCN(CC(=O)N(C)c2nc(-c3ccccc3)cs2)CC1	5	-3	-15	3	-3	3	0.8	-4	4
CC(C)N(C(=O)COC(=O)c1ccc(O)cc1)C(C)C	1	-4	-2	3	6	1	2.6	-1	-4
Cc1ccc(N2CC(C(=O)N/N=C/c3cccc([N+](=O)[O-])c3)CC2=O)cc1 (stereo unspecified)	-11	9	2	-9	5	-1	-0.5	-6	0
COc1ccc(CC(=O)NCCS(=O)(=O)N2CCN(c3ccccc3OC)CC2)cc1	-10	10	11	6	0	4	-4.8	2	-1
C=CCNC(=O)c1cnn(-c2ccccc2)c1-c1ccccc1	-16	-3	17	-1	0	3	-0.6	-3	1
COC(=O)/C(=C\Nc1ccc(Cl)cc1Cl)NC(=O)c1ccccc1	-16	13	5	0	2	0	-2.0	-1	-6
COc1cccc(Nc2nc3ccccc3nc2NS(=O)(=O)c2cccs2)c1	-8	6	25	0	0	7	4.2	-2	-6
CC(C)Cc1cc(C(=O)N2N=C(C(F)F)CC2(O)C(F)F)c2ccccc2n1 (stereo unspecified)	5	-6	-30	4	16	0	0.6	-3	0
C=CCC[C@@H](Cc1ccc(F)cc1)C(=O)OCCNC(=O)[C@H](CC=C)CC(=O)NCCO	-3	7	-1	1	4	2	-0.7	1	-4
CCOC(=O)c1c(C)c(C(=O)N2CCN(c3ccccc3)CC2)c(C)n1C	-7	3	-5	18	3	2	1.0	-3	-8
COc1ccc(C(=O)Nc2cccc(NC(=O)c3cccs3)c2)cc1OC	2	-9	-4	16	3	15	-3.3	-5	-6
O=C(c1cc(-c2cccc(Cl)c2)on1)N1CCN(c2ccccc2)CC1	-1	0	0	0	8	0	1.0	-1	2
Cc1ccc(SCC(=O)NNC(=O)c2ccccc2)c(C)c1	9	-8	4	12	-3	1	-0.1	-2	-7
COc1cccc(CNC(=O)CN2CCC(c3nc4ccc(C)cc4[nH]3)CC2)c1	-2	0	-22	-6	8	0	-2.0	-4	9
O=C(CN1C(=O)C2CC=CCC2C1=O)Nc1nnc(SCc2ccc(F)cc2)s1 (stereo unspecified)	6	-3	-1	1	10	1	-0.7	-5	-3
Cc1cc(C(=O)NC2CCCc3c2cnn3-c2cccc(C)c2C)no1 (stereo unspecified)	-6	-7	10	-1	-8	9	1.2	2	-12
CCC(C)(C)n1nnnc1C(c1cc2cc(C)cc(C)c2[nH]c1=O)N1CCN(Cc2ccc3c(c2)OCO3)CC1 (stereo unspecified)	11	-5	-16	-2	1	-1	2.3	-3	3
CCN(CC)Cc1c(C(=O)N/N=C(\C)c2ccncc2)nnn1-c1nonc1N	16	2	5	14	12	1	-1.5	-2	3
CCC(C)[C@H](NC(=O)N1CC(=O)Nc2ccccc21)C(=O)N1CCC(C(=O)O)CC1 (stereo partly specified)	-4	10	13	11	15	-1	-2.3	-4	1
O=S(=O)(Nc1ncnc2c1oc1ccccc12)c1ccc(Cl)s1	-6	-1	14	-1	4	-1	0.3	-2	-4
COc1ccc(-c2oc3c4c2C(=O)OCCOC4CCC3)cc1 (stereo unspecified)	-3	7	x	-8	x	0	x	-2	4
Cc1cc(OC(C(=O)O)c2ccccc2)c2c(C)c(Cc3ccccc3)c(=O)oc2c1 (stereo unspecified)	-8	2	-10	5	-3	1	1.6	-9	-2
Cn1ncc(N2CCN(S(=O)(=O)c3ccc(Br)cc3)CC2)c(Cl)c1=O	0	-2	0	2	14	0	1.9	0	7
COC(=O)C1C(=O)/C(=C/N(C)C)C(=O)CC1(C)C (stereo unspecified)	-2	3	-16	-2	1	0	2.2	-2	3
CC1=NN2C(=N)/C(=C\c3cc(C)n(-c4cccc(C)c4)c3C)C(=O)N=C2S1	-4	14	-36	5	9	0	-4.7	-1	0
Nc1nc(Nc2ccccc2F)nc(NCc2ccccc2)c1[N+](=O)[O-]	-8	6	33	-5	14	-1	1.1	6	19*
O=C(COC(=O)/C=C/c1ccc(OC(F)F)cc1)NC(=O)NC1CCCCC1	-13	10	-1	-8	-4	1	-1.6	-1	6
CC(NC(=O)C1CCCN(S(=O)(=O)c2cccc3nonc23)C1)c1ccccc1 (stereo unspecified)	-5	0	7	-2	12	2	-2.7	-1	-1
Cc1noc(C)c1NC(=O)N(C)C[C@@H]1Oc2c(NC(=O)c3ccncc3)cccc2C(=O)N([C@H](C)CO)C[C@@H]1C	6	6	3	6	15	-2	-0.7	2	6
O=C(CSc1nc2ccccc2s1)Nc1ccc2c(c1)oc1ccccc12	-5	3	-32	-2	6	1	-0.5	0	8
Cc1c(C(=O)O)sc(=S)n1-c1ccccc1	-5	20*	9	11	15	2	-1.5	0	-1
COc1ccc(C(=O)Nc2sc(C)c(-c3ccccc3)c2C#N)cc1OC	-8	1	-3	4	3	2	-0.3	-1	-5
CN(C)C(=O)c1cn(-c2ccc(Cl)cc2)c(=O)c2ccccc12	4	-6	1	0	-1	1	-1.9	-1	-6
CC(NC(=O)COC(=O)Cc1ccsc1)C1CC2CCC1C2 (stereo unspecified)	-5	5	-17	3	10	-1	-3.2	-3	3
COc1ccc(NC(=O)COC(=O)c2ccc3ccccc3n2)c(OC)c1	-3	6	-6	4	10	3	-2.4	6	4
O=C(C1CCN(S(=O)(=O)N2CCOCC2)CC1)N1CCN(Cc2ccccc2)CC1	3	2	-1	5	-4	1	0.8	2	-1
CCn1cc(C(=O)O)c(=O)c2cc(F)c(N3CCN(S(=O)(=O)c4ccc5c(c4)OCCO5)CC3)cc21	-3	1	7	3	8	1	-1.4	-1	2
COc1ccc(Cl)cc1NC(=O)C/C(C)=N/NC(=O)CCc1ccccc1	-6	1	3	-3	10	0	-0.6	-2	6
CCOC(=O)C1CCCN(Cc2ccccc2C)C1 (stereo unspecified)	3	-3	3	0	-3	0	-0.5	-9	2
CC1CCCCN1CCCNc1ccc(C(CC(N)=O)NC(=O)c2ccccc2)cc1[N+](=O)[O-] (stereo unspecified)	0	4	5	9	10	-1	-0.6	-3	6
CC1(C)Cc2cccc(OCC(=O)Nc3ccccc3F)c2O1	-4	0	7	2	1	5	-1.3	0	-4
CCCn1nc(C(=O)NNC(=O)CSCC(=O)Nc2cc(C)on2)c2ccccc2c1=O	-4	2	6	7	3	-1	2.3	0	0
CCOc1ccc(-c2n[nH]c(C)c2Oc2ccc(OC)cc2)c(O)c1	21	-2	4	4	-6	-2	-1.1	-2	-9
O=C(NC1CCCC1)c1cc(S(=O)(=O)N2CCOCC2)c(Cl)cc1Cl	-12	16	1	-6	4	2	2.1	0	7
O=C1C2C3c4ccccc4C(c4ccccc43)C2C(=O)N1Cc1ccco1 (stereo unspecified)	-16	5	-2	-12	3	1	-1.6	-5	0
O=C(Nc1ccc(O)cc1)c1ccc(C(=O)c2ccccc2)o1	1	-1	7	15	-2	6	-1.0	-4	-13
O=C(Cn1cnc2ccccc21)N/N=C/C(Br)=C/c1ccccc1	4	-7	-12	2	2	14	-1.8	1	-10
Cc1cccc(NC(=O)CN2CCN(C(=O)c3c(C)nn(Cc4ccccc4)c3C)CC2)c1C	6	3	4	0	4	2	0.8	2	1

Among those listed so far, these have an aryl methoxy group.
SMILES	M4 antag	CHRM4 PAM	CRFR2-BP antag	CHRM5 antagonist	CHRM1 PAM	CHRM4 agonist	CRFBP-R2 agonist	M5 ag	M5 PAM
COc1ccc(C(=O)NC(CC(=O)O)c2cc([N+](=O)[O-])ccc2Cl)c(SC)c1 (stereo unspecified)	2	4	-23	-1	1	2	9.9	-1	3
COc1ccc(CC(=O)NCCS(=O)(=O)N2CCN(c3ccccc3OC)CC2)cc1	-10	10	11	6	0	4	-4.8	2	-1
COc1cccc(Nc2nc3ccccc3nc2NS(=O)(=O)c2cccs2)c1	-8	6	25	0	0	7	4.2	-2	-6
COc1ccc(C(=O)Nc2cccc(NC(=O)c3cccs3)c2)cc1OC	2	-9	-4	16	3	15	-3.3	-5	-6
COc1cccc(CNC(=O)CN2CCC(c3nc4ccc(C)cc4[nH]3)CC2)c1	-2	0	-22	-6	8	0	-2.0	-4	9
COc1ccc(-c2oc3c4c2C(=O)OCCOC4CCC3)cc1 (stereo unspecified)	-3	7	x	-8	x	0	x	-2	4
COc1ccc(C(=O)Nc2sc(C)c(-c3ccccc3)c2C#N)cc1OC	-8	1	-3	4	3	2	-0.3	-1	-5
COc1ccc(NC(=O)COC(=O)c2ccc3ccccc3n2)c(OC)c1	-3	6	-6	4	10	3	-2.4	6	4
COc1ccc(Cl)cc1NC(=O)C/C(C)=N/NC(=O)CCc1ccccc1	-6	1	3	-3	10	0	-0.6	-2	6
CCOc1ccc(-c2n[nH]c(C)c2Oc2ccc(OC)cc2)c(O)c1	21	-2	4	4	-6	-2	-1.1	-2	-9
